A-T KAP1 phos = qHTS Assay for Identifying a Potential Treatment of Ataxia-Telangiectasia; […] A-T fibroblasts, KAP-1 phosphorylation AlphaLISA; neocarzinostatin DNA damage 30 min before lysis; Potency, µM (series often up to 57.5 µM), without a hit: top-dose activation, hits mostly activators; 320,000 compounds, 0.19% hits; AID 485349, 2010; also: potency is read from the fitted curve at half-maximal effect; % of control where 0% means no effect; nearly all actives have a fitted effect of over 45% in size
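hTERT-immortalized A-T patient fibroblasts ([…]), 500 cells/well in OPTI-MEM, 1% FBS, got compounds for 60 min, then NCS for 30 min at 37C. Lysates were then assayed for phospho-KAP-1 by AlphaLISA (anti-pKAP1 donor, anti-KAP1 acceptor beads), 6 hr at 25C.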
Giardia kill = Small Molecules that selectively kill Giardia lamblia: qHTS. Giardia lamblia trophozoite viability. 340,000 compounds, 0.15% hits. activity change, % at 7.66 µM, hits read low; in the data active = activity change below about -80%; inconclusive = between about -30% and that limit;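 also: parasites exposed to compound for two days anaerobically before the ATP read; % is scaled to controls: 0 for no effect and ±100 for the full control effect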
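Killing of trophozoites was scored by loss of ATP luminescence after a 48 hrs anaerobic exposure to compounds at 37 deg C, using 100 cells per well.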
Coupling enz = qHTS Assay for Inhibitors of Fructose-1,6-bisphosphate Aldolase from Giardia Lamblia: Coupling assay counterscreen. coupling enzyme system counterscreen, AmpLite Red fluorescence. 290,000 compounds, 0.67% hits. activity change, negative = inhibition, % at 58.2 µM, hits read low. AID 2472, 2010; in the data active = activity change below about -30%; also: % is scaled to controls: 0 for no effect and ±100 for the full control effect
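Counterscreen lacking aldolase: glyceraldehyde-3-phosphate coupling-enzyme reagent preincubated 10 min at RT with compound (at 57.5 uM final), then substrate/coupling system with AmpLite Red added; fluorescence read at 525/598 nm after 20 min RT.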
TCR activator = Activators of T cell receptors: qHTS campaign | AID 504894, 2011 | Potency, µM (doses to about 9.22 µM), inactives show top-dose activation of IL-2 secretion, usual class: activators | 330,000 tested, under 10 active | primary human leukocytes, anti-CD3, IL-2 HTRF, 48 h; also: % of control where 0% means no effect
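Primary human leukocytes incubated 48 hr with anti-CD3 beads plus compound, without co-stimulation. Secreted IL-2 measured by HTRF (europium cryptate/d2 anti-IL-2 pair, 320 nm excitation, 665 nm emission).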
Tb PFK block = qHTS Assay to Find Inhibitors of T. brucei phosphofructokinase. AID 485367, 2010. 330,000 compounds, 0.17% hits. Potency, µM (series often up to 57.5 µM), inactives show at the highest dose activity, negative = inhibition, actives largely listed as inhibitors. T. brucei PFK, ADP-Glo luminescence;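 also: potency is read from the fitted curve at half-maximal effect; 0% = uninhibited 1x PFK enzyme wells and -100% = no-enzyme wells; nearly all actives have a fitted effect of over 60% in size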
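Activity is normalized to no-enzyme wells (full inhibition) and 1.25 nM enzyme wells (no inhibition). Reaction: 0.5 mM F6P, 0.1 mM ATP, 45 min RT, ADP-Glo luminescence; concentration-response curves fitted and classed by quality.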
TSHR antagonist = Antagonists of the Thyroid Stimulating Hormone Receptor: HTS campaign; activity change, negative = inhibition, % at 11.5 µM; 330,000 compounds, 0.2% hits; AID 504810, 2011; TSHR-expressing cells, TSH-stimulated cAMP HTRF, 2 h; stronger effect = lower value; Thyrotropin receptor (Homo sapiens), P16473;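 active = activity change below a set negative limit, meaning inhibition stronger than a set level, cut at about -70% in these data; inconclusive = activity change between two set negative limits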; also: % is scaled to controls: 0 for no effect and ±100 for the full control effect
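Inhibition of cAMP made by TSHR-expressing cells under TSH stimulation (4nM final, EC80; 2 h, 37 deg C) is quantified with a one-step lysis HTRF kit, anti-cAMP cryptate versus cAMP-d2.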
MLL CXXC-DNA inh = qHTS Fluorescence Polarization Assay for Inhibitors of MLL CXXC domain - DNA interaction; 290,000 compounds, 0.037% hits; MLL-CXXC / FITC-HOXA9 DNA fluorescence polarization; Potency, µM (top dose mostly 115 µM), for the others: at the top dose activity change, negative = inhibition, hits mostly inhibitors; Histone-lysine N-methyltransferase 2A (Homo sapiens), Q03164; active = well fitted inhibition curve with a large enough effect in the polarisation, with a control signal flat, not every such curve was filed as active; inconclusive = small, poorly fitted or top-dose-only effect, or effect the other way, or a change in a side signal; inactive = no such curve, though single readings can be large or run the other way; the % refers to the polarisation; also: potency is read from the fitted curve at half-maximal effect
Target sequence (Q03164 whole entry, looked up, the tested form may be a part): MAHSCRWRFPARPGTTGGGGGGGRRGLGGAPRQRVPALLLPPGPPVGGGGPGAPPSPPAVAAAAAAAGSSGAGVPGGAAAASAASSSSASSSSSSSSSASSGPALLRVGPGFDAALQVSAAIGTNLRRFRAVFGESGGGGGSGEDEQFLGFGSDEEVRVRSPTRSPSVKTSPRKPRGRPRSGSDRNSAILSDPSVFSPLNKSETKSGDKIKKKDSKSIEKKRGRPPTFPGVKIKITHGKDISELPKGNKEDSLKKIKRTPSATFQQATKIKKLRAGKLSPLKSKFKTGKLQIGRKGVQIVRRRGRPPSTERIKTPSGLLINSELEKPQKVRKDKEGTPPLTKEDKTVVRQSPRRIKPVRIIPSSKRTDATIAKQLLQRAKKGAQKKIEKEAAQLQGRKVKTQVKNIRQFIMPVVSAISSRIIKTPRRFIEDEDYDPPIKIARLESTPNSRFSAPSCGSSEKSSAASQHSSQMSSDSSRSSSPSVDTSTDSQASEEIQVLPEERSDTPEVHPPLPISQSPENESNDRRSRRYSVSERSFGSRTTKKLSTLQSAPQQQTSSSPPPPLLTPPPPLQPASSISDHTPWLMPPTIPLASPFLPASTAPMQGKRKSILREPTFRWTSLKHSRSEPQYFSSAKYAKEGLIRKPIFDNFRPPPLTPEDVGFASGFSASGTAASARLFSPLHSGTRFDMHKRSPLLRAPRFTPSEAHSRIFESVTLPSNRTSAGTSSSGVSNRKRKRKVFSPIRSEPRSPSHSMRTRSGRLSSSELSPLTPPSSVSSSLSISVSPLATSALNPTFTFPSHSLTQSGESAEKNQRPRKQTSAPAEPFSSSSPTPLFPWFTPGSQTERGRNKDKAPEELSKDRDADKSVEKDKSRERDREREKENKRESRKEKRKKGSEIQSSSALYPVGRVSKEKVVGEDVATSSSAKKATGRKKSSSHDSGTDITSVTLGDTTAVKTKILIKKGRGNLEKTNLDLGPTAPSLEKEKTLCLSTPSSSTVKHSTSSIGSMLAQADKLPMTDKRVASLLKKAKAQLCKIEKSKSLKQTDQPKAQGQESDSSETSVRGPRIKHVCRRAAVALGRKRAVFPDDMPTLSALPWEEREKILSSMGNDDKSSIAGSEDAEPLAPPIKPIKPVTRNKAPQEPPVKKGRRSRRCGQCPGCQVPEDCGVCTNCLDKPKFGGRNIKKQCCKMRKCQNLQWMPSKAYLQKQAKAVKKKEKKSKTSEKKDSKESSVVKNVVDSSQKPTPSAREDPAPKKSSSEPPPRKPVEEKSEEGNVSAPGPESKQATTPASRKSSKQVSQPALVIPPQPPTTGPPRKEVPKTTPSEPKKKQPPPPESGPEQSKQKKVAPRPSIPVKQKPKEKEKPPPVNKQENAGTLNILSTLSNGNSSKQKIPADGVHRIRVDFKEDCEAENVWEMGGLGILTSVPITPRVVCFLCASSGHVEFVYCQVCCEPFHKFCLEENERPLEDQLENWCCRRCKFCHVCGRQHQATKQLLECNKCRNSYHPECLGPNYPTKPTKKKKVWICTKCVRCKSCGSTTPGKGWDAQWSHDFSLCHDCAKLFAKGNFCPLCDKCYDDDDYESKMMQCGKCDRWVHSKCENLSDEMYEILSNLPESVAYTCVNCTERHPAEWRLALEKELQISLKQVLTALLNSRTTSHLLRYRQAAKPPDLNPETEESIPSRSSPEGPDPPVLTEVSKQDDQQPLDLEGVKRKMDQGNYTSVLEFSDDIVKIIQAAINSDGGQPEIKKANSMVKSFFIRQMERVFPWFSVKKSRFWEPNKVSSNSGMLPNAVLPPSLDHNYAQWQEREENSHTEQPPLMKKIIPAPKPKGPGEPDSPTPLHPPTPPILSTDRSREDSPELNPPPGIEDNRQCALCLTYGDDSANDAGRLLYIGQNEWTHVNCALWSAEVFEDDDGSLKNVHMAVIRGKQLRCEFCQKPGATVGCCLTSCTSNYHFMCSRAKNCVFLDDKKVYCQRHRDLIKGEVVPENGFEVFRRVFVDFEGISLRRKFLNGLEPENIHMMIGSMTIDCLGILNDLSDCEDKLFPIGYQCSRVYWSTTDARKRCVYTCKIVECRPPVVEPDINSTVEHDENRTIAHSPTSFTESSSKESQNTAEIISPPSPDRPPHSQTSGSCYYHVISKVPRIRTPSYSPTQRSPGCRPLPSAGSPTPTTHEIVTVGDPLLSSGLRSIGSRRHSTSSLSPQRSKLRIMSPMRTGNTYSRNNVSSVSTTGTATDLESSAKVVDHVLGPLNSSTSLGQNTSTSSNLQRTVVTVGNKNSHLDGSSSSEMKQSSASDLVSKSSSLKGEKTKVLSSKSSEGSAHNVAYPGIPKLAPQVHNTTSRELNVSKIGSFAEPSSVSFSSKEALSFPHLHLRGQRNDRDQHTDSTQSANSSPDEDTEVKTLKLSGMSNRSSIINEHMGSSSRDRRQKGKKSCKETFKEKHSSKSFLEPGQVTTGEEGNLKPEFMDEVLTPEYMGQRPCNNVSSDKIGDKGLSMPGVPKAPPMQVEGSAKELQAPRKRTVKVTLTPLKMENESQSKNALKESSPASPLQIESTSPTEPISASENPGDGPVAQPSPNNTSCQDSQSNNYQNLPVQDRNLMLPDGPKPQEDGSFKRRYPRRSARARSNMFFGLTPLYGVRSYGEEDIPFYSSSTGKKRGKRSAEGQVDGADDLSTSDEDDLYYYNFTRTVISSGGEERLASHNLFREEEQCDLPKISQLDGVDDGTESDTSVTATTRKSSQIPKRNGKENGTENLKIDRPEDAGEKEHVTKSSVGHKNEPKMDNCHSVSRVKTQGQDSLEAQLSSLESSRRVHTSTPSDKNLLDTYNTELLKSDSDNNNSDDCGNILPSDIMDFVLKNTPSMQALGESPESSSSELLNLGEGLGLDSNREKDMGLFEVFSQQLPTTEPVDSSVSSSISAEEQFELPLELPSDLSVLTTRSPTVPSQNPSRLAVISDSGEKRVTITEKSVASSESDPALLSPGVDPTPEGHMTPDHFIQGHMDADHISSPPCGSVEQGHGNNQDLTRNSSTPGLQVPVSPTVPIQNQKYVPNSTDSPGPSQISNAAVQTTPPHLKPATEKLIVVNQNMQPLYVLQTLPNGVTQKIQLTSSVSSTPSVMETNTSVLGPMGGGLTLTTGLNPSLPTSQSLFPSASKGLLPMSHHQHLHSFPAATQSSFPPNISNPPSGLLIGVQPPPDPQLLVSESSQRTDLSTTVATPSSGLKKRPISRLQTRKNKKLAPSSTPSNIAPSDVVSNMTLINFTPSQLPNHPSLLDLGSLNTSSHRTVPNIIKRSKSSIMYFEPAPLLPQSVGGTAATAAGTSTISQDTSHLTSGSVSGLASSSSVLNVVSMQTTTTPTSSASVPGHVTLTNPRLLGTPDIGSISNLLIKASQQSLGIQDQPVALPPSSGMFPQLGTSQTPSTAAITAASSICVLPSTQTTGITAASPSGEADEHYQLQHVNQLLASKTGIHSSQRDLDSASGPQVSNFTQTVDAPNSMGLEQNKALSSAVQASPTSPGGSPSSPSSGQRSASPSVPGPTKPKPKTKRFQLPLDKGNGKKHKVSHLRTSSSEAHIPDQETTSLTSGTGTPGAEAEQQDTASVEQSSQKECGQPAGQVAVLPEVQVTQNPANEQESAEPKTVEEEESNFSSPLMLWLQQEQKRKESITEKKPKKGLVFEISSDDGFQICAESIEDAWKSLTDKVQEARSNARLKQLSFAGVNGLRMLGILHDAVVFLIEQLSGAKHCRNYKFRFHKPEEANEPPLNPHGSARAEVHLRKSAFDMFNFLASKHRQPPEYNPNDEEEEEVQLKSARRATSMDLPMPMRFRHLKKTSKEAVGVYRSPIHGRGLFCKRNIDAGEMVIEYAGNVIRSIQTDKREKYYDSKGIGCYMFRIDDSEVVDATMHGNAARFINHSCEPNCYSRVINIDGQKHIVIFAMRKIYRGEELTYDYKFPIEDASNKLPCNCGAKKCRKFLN
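Purified MLL-CXXC (added from a 7 uM solution) was preincubated 5 min at ambient with pinned compounds in 50 mM Tris-HCl pH 7.5, 50 mM NaCl, 1 mM DTT, 0.05% BSA. Fluorescein-labeled HOX-A9 DNA (50 nM solution) followed, 30 min, then polarization read.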
GALK inh = qHTS Assay for Inhibitors of Human Galactokinase (GALK); 270,000 compounds, 0.007% hits; Purified GALK, Kinase-Glo residual ATP luminescence; P51570; Potency, µM (series often up to 57.5 µM), without a hit: at the top dose activity change, negative = inhibition, usual class: inhibitors; also: potency is read from the fitted curve at half-maximal effect; % is scaled to controls: 0 for no effect and ±100 for the full control effect
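Galactose (100 uM) and ATP (35 uM) were turned over by 5 nM GALK for 1 h at RT. Kinase-Glo Plus then converted the remaining ATP into a luminescent signal.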
Chronic BCR inh = qHTS Assay to Find Inhibitors of Chronic Active B-Cell Receptor Signaling; ABC-DLBCL IkBa-CBG/CBR reporter, luminescence ratio, 4 h; Potency, µM (top dose mostly 46.1 µM), for the others: at the top dose ratio change, negative = lower green/red ratio, usual class: inhibitors; 340,000 compounds, 0.05% hits; AID 493014, 2011; active = well fitted inhibition curve with a large enough effect in the signal ratio, with a control signal flat, not every such curve was filed as active; inconclusive = small, poorly fitted or top-dose-only effect, or effect the other way, or a change in a side signal; the % refers to the signal ratio;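 also: potency is read from the fitted curve at half-maximal effect; plate controls were basal doxycycline-induced cells for no effect and cells given 10 µM MG132 for full effect; MG132 reads +100%, hits lower the ratio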
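Doxycycline induced both beetle luciferases in TMD8 lymphoma cells; IKK-driven degradation limits the IkappaBalpha-fused green signal, while red luminescence normalises for cell number and nonspecific effects. Compounds tested up to 46 uM, 4 hrs.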
KCNH2 WT inh = qHTS for Inhibitors of KCHN2 3.1: Wildtype qHTS; Voltage-gated inwardly rectifying potassium channel KCNH2 (Homo sapiens), Q12809; U2OS, BacMam KCNH2, thallium flux FluxOr; stronger effect = lower value; activity change, % at 1.84 µM; 340,000 compounds, 0.37% hits; AID 720551, 2013;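 active = maximum activity change below -70%; inconclusive = maximum activity change between -70% and -50%; inactive = maximum activity change above -50%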; also: % is scaled to controls: 0 for no effect and ±100 for the full control effect
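U2OS cells transduced with wild-type KCNH2 virus are loaded with FluxOr dye for 45 min, and thallium flux is measured in kinetic reads before and after stimulation buffer. Rate constants are normalized to DMSO controls.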
Active calls of the source: *; ? = inconclusive; nt = not tested or not shown; [ ] = dose if it differs, or a comment. Unless noted, calls follow the shape of the dose curve; as a rule, active = well fitted curve in the direction sought with a large enough effect; inconclusive = small, poorly fitted or top-dose-only effect, or another doubt; inactive = no such curve, though single readings can be large; an effect the other way counts as inactive or inconclusive.

Molecule,A-T KAP1 phos,Giardia kill,TCR activator,KCNH2 WT inh,MLL CXXC-DNA inh,TSHR antagonist,Coupling enz,Tb PFK block,Chronic BCR inh,GALK inh
N#CCCn1cc(/C=N/NC(N)=S)c(-c2ccc(-c3ccccc3)cc2)n1,1%,21,-2%,-1,-5%,-17,-1,-9%,?,-2%
CC(O)c1ccc(OCCN(C)c2ccccn2)cc1 (stereo not drawn),-13%,-1,1%,-7,-2%,9,1,-2%,-2%,-3%
CC(Oc1ccc(C#N)cc1)C(=O)Nc1ccc(-n2cnnn2)cc1 (stereo not drawn),0%,-8,-18%,27,nt,-5,nt,9%,2%,nt
O=C1OCC2OC(O)C(O)C(O)C2OC(=O)c2cc(O)c(O)c(O)c2-c2c(O)c(O)c3oc(=O)c4c(c(O)c(O)c5oc(=O)c2c3c54)-c2c1cc(O)c(O)c2O (stereo not drawn),32%,nt,nt,nt,?,-13,-15,0.95µM*,0%,-2%
Cc1ccsc1C(=O)Nc1ccc(F)c([N+](=O)[O-])c1,1%,35[activator],3%[46.1 µM],19,-4%,-5,-1,-16%,0%,1%
CSc1ccc(/C=C/C(=O)Nc2ccccc2)cc1,3%,?,-8%,-1,4%,-14,-1,-9%,?,4%
O=C(Nc1cc(Cl)ccc1-n1cncn1)c1cn2ccccc2n1,-5%,-10,-2%,-8,nt,nt,nt,-9%,2%,nt
O=C(NC1CCCCC1)C(c1ccc2ncccc2c1)N(Cc1ccccc1)C(=O)c1cccs1 (stereo not drawn),8%,23,-2%,-1,2%,-6,0,3%,-17%,1%
Cc1ccc(S(=O)(=O)N(C)c2ccc(OC(=O)c3ccc(=O)[nH]c3)cc2)cc1,14%,-2,1%,-14,26%,-6,-2,3%,?,2%
COc1cc(OCC(=O)NC(C)C)cc2c1C(=O)O[C@@H](C)CCCC(=O)CCCCC2,1%,-12,8%,0,21%,-6,1,-2%,?,-1%
Cc1ccc(N2C(=O)C3C(C2=O)C2C=CC3C23CC3)cc1 (stereo not drawn),3%,11,0%,-15,15%,-5,5,4%,5%,4%
Cc1ccc(-c2nnn(CC(=O)N(CCCO)C(C(=O)NC3CCCC3)c3ccc(F)cc3)n2)o1 (stereo not drawn),-6%,7,-2%,-6,-9%,-6,1,-2%,3%,6%
COCC(=O)Nc1cc(C)cn(Cc2cccc(C(F)(F)F)c2)c1=O,1%,-2,-1%,1,2%,-38,-1,-1%,5%,1%
CN(C)C(=O)C1CCC(=O)N1Cc1cccs1 (stereo not drawn),0%,12,-2%,nt,0%,27,-1,-9%,-7%,4%
Cc1ccccc1OCCC(=O)OCC(=O)NC(=O)c1ccccc1,6%,1,4%,-11,nt,16,nt,0%,2%,nt
COCCNC(=O)c1cc(-c2ccccc2)n(Cc2cc(C)no2)n1,1%,24,-4%,-3,nt,1,nt,0%,?,nt
CC1CCN(S(=O)(=O)c2ccc3c(c2)N(CC(=O)NCCCOC(C)C)C(=O)CS3)CC1,-4%,16,4%,-10,3%,-2,nt,0%,-5%,1%
Cc1cc(NC(=O)Cn2nc(C(=O)O)c3ccccc3c2=O)c([N+](=O)[O-])cc1C,-1%,-17,-2%,1,-2%,-5,0,0%,0%,-1%
Cc1cc(C(=O)COc2ccccc2[N+](=O)[O-])c(C)n1C1CC1,1%,5,nt,-9,8%,-1,0,0%,?,3%
CC(=O)N(c1ccccc1)c1nc(/C=C/C(=O)Nc2c(C)cc(C)cc2C)cs1,0%,-5,2%,-7,7%,11,1,-5%,-1%,2%
Cc1[nH][nH]c(=O)c1N=Nc1ccccc1,nt,-8,nt,1,-7%,-3,0,2%,-8%,1%
Cc1ccccc1NC(=O)C1CCC(=O)N1 (stereo not drawn),-10%,-23,-3%,3,-3%,8,2,-7%,?,4%
CC[C@H](C)[C@H](NC(N)=O)C(=O)NCCc1ccc(Cl)cc1,0%,20,0%,10,-1%,3,1,-1%,0%,-1%
Cc1ccc(OCC(=O)N(C)CC(=O)Nc2ccc(N3CCOCC3)cc2)cc1,-1%,-10,-1%,46,nt,-1,nt,16%,-6%,nt
CCN(CC)S(=O)(=O)c1ccc(Cl)c(C(=O)Nc2ccc(Cl)cc2[N+](=O)[O-])c1,-7%,2,0%[46.1 µM],3,26%,59,-2,-6%,-1%,2%
CCc1c(C2(O)CCCCC2)[nH]c2ncccc12,1%,-16,-9%,-1,nt,-12,nt,0%,3%,nt
CC(C)[C@H](NC(=O)C1CCN(S(=O)(=O)c2ccc(F)cc2)CC1)C(=O)N1CCCC1,29%,30[activator],-9%,-4,22%,-28,nt,4%,0%,-6%
CCc1nnc(NS(=O)(=O)c2ccc(NC(=S)NC(=O)c3ccc(F)cc3)cc2)s1,3%,-4,-1%[46.1 µM],-18,-1%,-2,8,5%,?,-3%
COc1ccc(CN2C(=O)c3cccc4cccc(c34)C2=O)cc1,0%,-8,5%,-6,-11%,3,-1,1%,1%,1%
O=C(O)c1ccc(Nc2nc(-c3cccnc3)cs2)cc1,-11%,17,-2%,24,1%,-9,1,19%,?,1%
O=C(O)c1nn(-c2ccc(Cl)cc2)ccc1=O,12%,1,4%,-2,0%,4,1,3%,0%,1%
CCOC(=O)c1cnc2c(N=Nc3cccc(Cl)c3)c(N)nn2c1N,2%,nt,nt,nt,28%,6,1,2%,-9%,0%
COC(=O)Nc1nc2ccc(C(=O)c3ccc(F)cc3)cc2[nH]1,nt,nt,nt,nt,-1%,-8,-1,0%,?,0%
c1ccc(SCCN2CCN(c3ccccc3)CC2)cc1,-17%,23,-1%,2,-2%,-9,0,-1%,?,1%
COc1cc(NC(=O)COC(=O)c2cc(S(=O)(=O)N3CCOCC3)ccc2F)cc(OC)c1,-4%,3,5%[46.1 µM],-1,nt,-11,nt,1%,7%,nt
CN(C)C(CNC(=O)CCCN1C(=O)c2cccc3cccc(c23)C1=O)c1ccccc1 (stereo not drawn),1%,-3,11%,10,21%,-12,4,5%,?,0%
COc1ccc(CNS(=O)(=O)c2cc3c4c(c2)CCN4C(=O)CC3)cc1,1%,-10,-1%,-3,nt,7,nt,3%,-3%,nt
Cc1ccc(-n2c(SCC(=O)Nc3cc(C)on3)nc3c(c2=O)SC(C)C3)cc1 (stereo not drawn),8%,19,-6%,8,2%,15,-13,0%,-5%,1%
COc1cccc(CN2CCN(C(=O)c3ccco3)CC2)c1,6%,15,-5%,-2,14%,8,0,0%,-5%,-7%
Cc1nnc(SCC(=O)NC2CCCc3c2cnn3-c2ccccc2F)o1 (stereo not drawn),1%,14,0%,-4,7%,4,nt,-4%,-2%,0%
CC(C)NC(=O)CN(C)S(=O)(=O)c1ccc(F)cc1,6%,18,5%,1,-10%,-1,-4,3%,-4%,0%
COCc1nc(-c2cc(OC)c(OC)c(OC)c2)no1,0%,11,-6%,-39,1%,-8,-1,5%,?,10%
COc1ccccc1N1CCN(C(=O)c2cccs2)CC1,-2%,9,2%,2,9%,0,5,0%,-2%,7%
CC1CCCN(C(=O)c2ccc(-c3ccccc3Cl)o2)C1 (stereo not drawn),23%,-2,-1%,-4,nt,nt,nt,7%,?,nt
O=C(CCCOc1ccc(Cl)cc1Cl)Nc1ccc(O)cc1C(=O)O,3%,8,-2%,-19,-3%,5,8,0%,?,-5%
O=S(=O)(NCc1ccccc1)c1cccc2nonc12,nt,-17,-69%,-16,2%,nt,-1,nt,nt,1%
COc1ccccc1CN1C[C@@H]2C[C@@H](C3=Cc4cc(Cl)ccc4OC3)N3CCC[C@@]23C1=O,14%,11,9%,-3,-13%,-11,1,-3%,-10%,-2%
O=C(COc1coc(CN2CCN(c3cccc(Cl)c3)CC2)cc1=O)NC1CCCC1,4%,-5,-11%,2,nt,-3,nt,?,0%,nt
N#C/C(=C/c1cc(Cl)c(O)c(Cl)c1)C(=O)N1CCCCC1,1%,-6,nt,2,?,-26,17,2%,2%,0%
COC(=O)C1CCN(C(=O)Nc2ccc(OC)cc2)CC1,-1%,9,-6%,0,-3%,9,-3,2%,2%,-3%

Screening data as filed in PubChem.

Compounds as they come; 1.6% or so of the library scored in one or more.
